Source: PubChem
Efflux pump inh: blocks antifungal efflux pumps in multiplex yeast assay; S. cerevisiae Candida pump triplex, Nile Red efflux; inhibition, % at 10 µM; hit rate 0.44% among 330,000; AID 485275;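 active = plate passing quality check with inhibition over a set limit, or well fluorescence over plate mean plus 4 SD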;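 also: Nile Red retained in pooled yeast measured as flow cytometry median fluorescence; 0% = buffer negative control and 100% = Enniatin B positive control; higher means more Nile Red kept so more efflux inhibition; some compounds called inactive have numbers as strong as hits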
AHR act: human AHR activation; P35869; AID 2796; AHR-responsive luciferase reporter cells, luminescence; activation, % at 5 µM; hit rate 2.5% among 320,000; in the data active = activation above about 47%;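 also: 0% = vehicle wells and 100% = reference agonist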
Target sequence (P35869 whole entry, looked up): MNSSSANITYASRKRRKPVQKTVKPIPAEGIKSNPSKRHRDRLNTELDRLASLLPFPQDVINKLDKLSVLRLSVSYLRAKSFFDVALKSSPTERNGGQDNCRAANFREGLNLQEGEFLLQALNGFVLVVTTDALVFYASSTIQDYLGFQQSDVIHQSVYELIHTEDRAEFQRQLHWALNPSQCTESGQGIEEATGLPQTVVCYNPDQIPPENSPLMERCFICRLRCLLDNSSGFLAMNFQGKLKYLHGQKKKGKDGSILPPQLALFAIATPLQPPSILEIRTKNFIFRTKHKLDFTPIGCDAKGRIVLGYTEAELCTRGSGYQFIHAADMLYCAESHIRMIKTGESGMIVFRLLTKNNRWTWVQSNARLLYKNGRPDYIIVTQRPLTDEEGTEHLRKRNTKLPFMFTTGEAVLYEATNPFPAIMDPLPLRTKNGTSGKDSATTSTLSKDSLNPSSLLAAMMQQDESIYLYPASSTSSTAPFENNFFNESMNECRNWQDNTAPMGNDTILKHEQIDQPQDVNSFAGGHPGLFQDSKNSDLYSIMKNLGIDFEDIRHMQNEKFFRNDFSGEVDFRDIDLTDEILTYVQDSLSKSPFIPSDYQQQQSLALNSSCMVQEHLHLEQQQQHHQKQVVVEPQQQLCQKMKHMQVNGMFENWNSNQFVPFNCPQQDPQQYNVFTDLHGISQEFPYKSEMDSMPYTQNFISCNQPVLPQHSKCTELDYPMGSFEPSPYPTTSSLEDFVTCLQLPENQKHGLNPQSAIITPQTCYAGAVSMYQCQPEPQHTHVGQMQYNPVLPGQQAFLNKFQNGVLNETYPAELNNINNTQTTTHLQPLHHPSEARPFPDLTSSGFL
MEP2 TOR yeast: modulators of TOR pathway MEP2-GFP in S. cerevisiae; S. cerevisiae MEP2-GFP strain, flow cytometry GFP, 3 h; 100% = DMSO control level; GFP response vs DMSO, % at 10 µM; hit rate 0.51% among 330,000; AID 2016;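 active = GFP response versus DMSO above a set limit, roughly screen mean plus 3 SD, cut at about 180% in these data; inconclusive = fewer than 70 cells counted for a yeast strain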;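 also: median GFP fluorescence of the barcode-gated MEP2-GFP cells per well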
Yeast superoxide: caloric restriction mimetics inhibiting age-related superoxide in yeast. S. cerevisiae aged cells, superoxide DHE fluorescence; hits give low values. hit rate 0.18% among 330,000. superoxide response (% of plate mean), % at 10 µM;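 active = superoxide response under a set limit, about three screen SD below normal, cut at about 65% in these data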;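 also: yeast aged for seven days with compound at 30 °C before DHE staining; 100% = average MFI of all compound-treated wells on the plate with controls excluded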
LAP4-GFP MLPCN: alters LAP4-GFP fluorescence in TOR pathway yeast screen; S. cerevisiae LAP4-GFP multiplex, flow cytometry GFP, 3 h; median GFP as percent of DMSO wells; hit rate 0.34% among 320,000; GFP response vs DMSO, % at 10 µM; AID 2023;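 active = GFP response vs DMSO above a set limit, about the screen mean plus 3 SD, cut at about 150% in these data; inconclusive = under 70 cell events counted for the yeast strain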
CIT2-GFP yeast: modulators of TOR pathway CIT2-GFP in S. cerevisiae; hit rate 0.065% among 320,000; AID 2029; GFP response vs DMSO, % at 10 µM; S. cerevisiae CIT2-GFP strain, flow cytometry, 3 h; 100 means same as DMSO wells;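 active = GFP response relative to DMSO above a set limit, near the screen mean plus 3 SD, cut at about 150% in these data; inconclusive = Fewer than 70 cells measured for a yeast strain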;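 also: ratio of well median GFP fluorescence to mean of DMSO wells on the plate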
RPL19A TOR yeast: yeast TOR pathway RPL19A-GFP modulation; hit rate 0.3% among 330,000; S. cerevisiae RPL19A-GFP strain, flow cytometry, 3 h; hits give low values; AID 2025; percent response vs DMSO, % at 10 µM;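 active = percent response vs DMSO below 50%; inconclusive = fewer than 70 events counted for the yeast strain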;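 also: median channel GFP fluorescence of the barcoded RPL19A-GFP strain; ratio of sample median GFP to plate DMSO average so 100% = DMSO; lower means less RPL19A-GFP as with rapamycin TOR inhibition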
AGP1-GFP MLPCN: alters AGP1-GFP fluorescence in TOR pathway yeast screen; S. cerevisiae AGP1-GFP multiplex flow cytometry, 3 h; GFP as percent of DMSO wells; GFP response vs DMSO, % at 10 µM; hit rate 0.02% among 320,000; AID 2066;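 active = GFP response relative to DMSO above a set limit, near screen average plus 3 SD, cut at about 150% in these data; inconclusive = fewer than 70 cells counted for the yeast strain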;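 also: median GFP channel fluorescence of the gated AGP1 strain per well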
Active calls of the source: *; ? = inconclusive; nt = no result given; [ ] = another dose, or the depositor's remark.

SMILES	Efflux pump inh	AHR act	MEP2 TOR yeast	Yeast superoxide	LAP4-GFP MLPCN	CIT2-GFP yeast	RPL19A TOR yeast	AGP1-GFP MLPCN
COc1ccccc1C(=O)N/C(=C/c1ccco1)C(=O)Nc1ccc(C(=O)O)cc1	0.0	9	103	94	95	89	105	96
CC(=O)c1cccc(NC(=O)/C(=C\c2cccnc2)NC(=O)c2ccc(C)cc2)c1	0.1	4	101	97	96	94	99	99
CNC(=O)N(O)C1N(/N=C/c2c(F)cccc2Cl)C(=S)SC1(C)C (stereo not drawn)	0.4	3	244*[may fluoresce violet]	104	72[may fluoresce violet]	?	56[may fluoresce violet]	15[may fluoresce violet]
Cc1ccc(N2CC(C(=O)Nc3cccnc3)CC2=O)cc1Cl (stereo not drawn)	0.0	0	98	100	94	91	100	94
Cc1ccc(-c2c(C(=O)N/N=C/c3ccc(OC(C)C)cc3)nnn2-c2nonc2N)cc1	0.1	9	107	93	103	109	104	108
COc1ccc(C(=O)Oc2cc(C)[nH]c(=O)c2[N+](=O)[O-])cc1	0.1	-3	102	83	98	91	96	96
Cc1nnc(N/N=C\c2ccc(-c3ccccc3[N+](=O)[O-])o2)n1N	0.0	61*	95	102	96	89	94	92
Cc1nn2c(c1-c1ccccc1)N=C(c1ccco1)CC2c1ccccc1 (stereo not drawn)	-0.1	6	93	102	100	99	98	101
COc1cc(S(=O)(=O)Nc2cccc3cn[nH]c23)c(OC)cc1C	0.0	3	139	102	115	167*	97	107
Cc1cc(OCC(=O)N(C)c2c(N)n(Cc3ccccc3)c(=O)[nH]c2=O)c(C(C)C)cc1Cl	0.1	-1	102	98	109	93	96	111

Filtered by structure: the entries above containing a nitro group on carbon (2)
SMILES	Efflux pump inh	AHR act	MEP2 TOR yeast	Yeast superoxide	LAP4-GFP MLPCN	CIT2-GFP yeast	RPL19A TOR yeast	AGP1-GFP MLPCN
COc1ccc(C(=O)Oc2cc(C)[nH]c(=O)c2[N+](=O)[O-])cc1	0.1	-3	102	83	98	91	96	96
Cc1nnc(N/N=C\c2ccc(-c3ccccc3[N+](=O)[O-])o2)n1N	0.0	61*	95	102	96	89	94	92

Further structures
SMILES	Efflux pump inh	AHR act	MEP2 TOR yeast	Yeast superoxide	LAP4-GFP MLPCN	CIT2-GFP yeast	RPL19A TOR yeast	AGP1-GFP MLPCN
COCCN1C(=O)C(=O)/C(=C(/O)c2ccc(S(=O)(=O)N3CCOCC3)cc2)C1c1cccc([N+](=O)[O-])c1 (stereo not drawn)	-0.2	1	106	66	87	101	97	91
CCOC(=O)c1ccc(NC(=O)CC2COc3ccccc3O2)cc1 (stereo not drawn)	0.1	0	?	94	?	?	nt	?
CC1(C)CC(=O)C2=C(C1)OC(/N=C/N1CCOCC1)=C(C#N)C2c1ccccc1 (stereo not drawn)	0.0	-1	103	88	102	103	101	102
CCOc1cc(C(=O)NCc2ccc(-c3nc4ccccc4o3)cc2)cc(OCC)c1OCC	0.7	-3	99	136	98	92	93	93
COc1ccc(OC)c(NC(=S)N2CCN(C/C=C/c3ccccc3)CC2)c1	-0.3	1	99	88	100	106	100	112
CC(C)(C)OC(=O)N1CCN(C(=O)c2nc[nH]c2C(=O)N2CCN(C(=O)OC(C)(C)C)CC2)CC1	0.0	-1	107	94	116	105	104	110
COC(=O)c1ccccc1NC(=O)c1cccs1	-0.1	2	99	96	92	114	102	95
CCOC(=O)Cn1nnnc1CN(Cc1ccccc1)Cc1cc2cc(CC)ccc2[nH]c1=O	-0.1	0	95	109	98	106	102	102
CCc1ccccc1NC(=O)C1CCCN(S(=O)(=O)c2ccc3c(c2)CC(C)N3C(C)=O)C1 (stereo not drawn)	0.8	0	99	98	106	100	99	105
CCCN1C(=O)C2(C(C(=O)c3ccc(C)o3)=C(O)C(=O)N2CCCN2CCOCC2)c2ccccc21 (stereo not drawn)	0.1	1	96	111	99	101	99	97
O=C1CCC2c3ccc4ccccc4c3CCN12 (stereo not drawn)	0.2	9	86	94	89	81	91	95
C[N+]1(C2CCC3CCC2C3O)CCCC1 (stereo not drawn)	0.0	-1	100	100	94	100	98	94
CCOC(=O)c1c(-c2ccc(C)cc2)csc1NC(=O)CCN1CCOCC1	0.2	2	99	100	96	100	100	94
CC#CCCCC(=O)Nc1ccccc1C(=O)O	0.4	11	96	124	94	96	97	92
CCOC(=O)c1cc(-c2ccccc2)n(CCC(=O)N2CCN(c3ccccn3)CC2)c1C	0.1	13	95	102	93	89	98	95
Cc1cc(C(=O)COC(=O)Cc2n[nH]c(=O)c3ccccc23)c(C)n1-c1cccc(C(F)(F)F)c1	0.0	-4	110	102	121	99	96	110
Cn1c(CN2CCOCC2)nc2cc(NC(=O)COc3ccccc3)ccc21	0.1	1	104	94	102	100	94	100
O=C(Nc1ccn(Cc2ccccc2)n1)c1ccc(F)cc1	0.1	12	112	76	112	98	106	99
O=C1CSCN1c1cc(Cl)ccc1Cl	0.1	1	95	98	96	95	90	nt
COC(=O)[C@]1(C)N[C@H](c2ccc(-c3cccc(Cl)c3)cc2)[C@@H]2C(=O)N(C)C(=O)[C@@H]21	-0.1	-4	96	114	98	96	95	98
CCCCNC(=O)CSc1nc2ccccc2c(=O)n1CCNC(C)=O	0.0	-1	112	105	101	104	104	103
Cc1[nH]c2ccc(C(C)C)cc2c1CC(=O)O	0.0	8	94	112	111	108	99	111
O=C(O)CCc1ccc(-c2ccc(Br)cc2)n1-c1ccc(O)cc1	0.0	nt	108	97	123	93	101	96
CC(C)Oc1cccc(C(=O)C2CCCN(C(=O)c3ccnn3C)C2)c1 (stereo not drawn)	0.8	-2	106	97	86	100	104	94
Cc1cc(C)c(C)c(S(=O)(=O)NCc2ccc(C(=O)N3CCCCC3)cc2)c1C	0.0	1	113	108	117	102	110	nt
O=C(CCNC(=O)c1ccc(Cl)cc1)NCC(c1ccco1)N1CCCCC1 (stereo not drawn)	0.0	-2	88	123	88	86	89	90
COc1ccc(Cn2c(=S)[nH]c3cc(C(=O)NCc4cccnc4)ccc3c2=O)cc1	0.1	14	94	95	108	96	100	99
N#Cc1ccsc1NC(=O)CN1CCN(c2ccccc2)CC1	-1.7	3	107	96	90	103	105	98
COc1ccc(N2CC(C(=O)OCC(=O)Nc3cc(C)on3)CC2=O)cc1 (stereo not drawn)	-0.1	-1	102	96	98	103	99	106
CCSc1nc(O)c(C2OC(=O)c3c2ccc(OC)c3OC)c(=O)n1-c1ccccc1 (stereo not drawn)	0.0	-2	99	104	105	97	100	99
O=[N+]([O-])c1ccc(Sc2cccc3cccnc23)c2cccnc12	-0.1	3	89	109	101	91	91	92
CC1CCN(C(=O)COC(=O)COc2ccccc2C#N)CC1	0.1	0	100	101	103	106	103	102
CCOc1ccc(Cn2nnc(C(=O)NCCc3ccc(Cl)cc3)c2N)cc1	0.2	5	101	108	104	99	98	100
C=CCn1cc(/C=N/NC(=O)COc2cccc3cccnc23)c2ccccc21	0.0	82*	101	110	108	98	104	115
Cc1ccc(OCc2nnc(NC(=O)c3ccco3)s2)c(C)c1	-0.1	1	114	91	111	102	103	103
O=C(NC1CCCc2ccccc21)C1CCC(CNS(=O)(=O)c2cccc3nsnc23)CC1 (stereo not drawn)	0.2	0	98	106	101	98	99	100
CCCCSc1nc(SCC(=O)NCc2ccco2)c2c3c(sc2n1)COC(C)(CC)C3 (stereo not drawn)	0.2	0	100	97	99	99	102	100
Cc1ccc(OC(C)C(=O)O)cc1C (stereo not drawn)	-0.2	-1	99	81	102	88	97	99
Cc1cc(C)nc(Nc2ccccc2Cl)n1	-0.1	6	104	100	93	107	101	90
CC(=O)COC(=O)CNC(=O)c1ccc(Br)cc1	0.1	0	102	101	97	98	95	96
CCn1nc(NC(=O)Cc2ccc(OC)cc2)c2cc3cc(C)ccc3nc21	0.1	12	93	94	107	90	100	102
CCOC(=O)C1CCN(C(=S)Nc2cccc(C)c2C)CC1	-0.2	-3	108	94	106	101	102	101
CCSc1ccc(-c2ccco2)nn1	0.1	2	107	102	107	98	99	102
Cc1c(Br)c([N+](=O)[O-])nn1CC(=O)Nc1ccc(C(N)=O)cc1	0.1	20	98	98	101	99	98	104
Cc1nc(SCC(=O)NC(C)c2ccccc2)c2oc3ccccc3c2n1 (stereo not drawn)	0.5	3	110	102	111	107	110	111
Cc1ccc(C)c(NC(=S)NNC(=O)c2sccc2C)c1	-0.3	-1	101	102	106	96	98	99
COc1cc2ccccc2cc1C(=O)N1CCCC1	0.2	6	96	74	89	88	99	117
Cc1ccc(-n2nc(-c3ccc(OC(F)(F)F)cc3)cc2N)cc1C	-0.1	1	98	103	113	96	96	100
O=C(NCCNC(=O)c1ccccc1)c1ccccc1	-0.1	4	100	105	100	99	96	101
CCOC(=O)c1ccccc1NC(=O)c1cn(-c2ccc(C)c(C)c2)c(=O)c2ccccc12	-0.1	0	101	99	94	101	101	96
Other results:
SMILES	Efflux pump inh	AHR act	MEP2 TOR yeast	Yeast superoxide	LAP4-GFP MLPCN	CIT2-GFP yeast	RPL19A TOR yeast	AGP1-GFP MLPCN
CC(C)(O)CNC(=O)C(Cc1ccccc1)N1C(=O)c2ccccc2C1=O (stereo not drawn)	-0.1	1	107	89	86	101	103	98
O=C(Nc1cccc(S(=O)(=O)NCc2ccco2)c1)c1cc(-c2ccc(F)cc2)nc2ccccc12	0.5	6	95	102	93	82	95	119
O=C(CN(C(=O)c1ccccc1Cl)N1C(=O)C2C3C=CC(C3)C2C1=O)c1cccs1 (stereo not drawn)	0.0	2	103	102	102	104	99	107
O=C(CC1(O)C(=O)N(Cc2ccccc2)c2ccccc21)c1ccc2c(c1)OCO2 (stereo not drawn)	0.0	5	101	125	104	105	105	106
C#CCOCCOCCOCCNc1nc(N2CCN(C(=O)[C@H](CCC(=O)O)n3cc([C@@H](N)[C@H](C)CC)nn3)CC2)nc(N2CCN(C(=O)[C@H](CCCCN)n3cc([C@@H](N)CC(N)=O)nn3)CC2)n1	-0.3	1	95	85	100	95	96	98
CC(NC(=O)c1cc(S(=O)(=O)N2CCOCC2)ccc1N1CCCC1)c1ccc(Cl)c(Cl)c1 (stereo not drawn)	0.0	3	104	109	108	98	99	107
COc1cc(-c2n[nH]c(=S)n2C(C)c2ccccc2)cc(OC)c1OC (stereo not drawn)	-0.4	1	114	106	89	102	99	94
Cc1ccccc1OCc1nc(-c2ccc(NC(=O)c3ccc4c(c3)OCO4)cc2)no1	0.1	-1	97	108	102	85	95	96
CCOC(=O)c1c(C)[nH]c(C(=O)/C(C#N)=C/c2ccc(OC(F)F)c(OC)c2)c1C	0.3	5	104	110	100	103	104	99
Cc1nc(Cl)c2c(n1)NC(=O)CO2	0.0	0	94	91	104	95	92	106
COc1ccc(S(=O)(=O)N2CCN(C(=O)C3CC3)CC2)cc1	-0.1	1	103	94	95	109	105	103
C[C@H](NS(=O)(=O)c1ccccc1)C(=O)OCC(=O)NC(=O)Nc1ccc2c(c1)OCCO2	0.0	6	96	106	95	92	100	93
Cc1ccc2nc(SCC(=O)NCc3cccs3)c(C#N)cc2c1	-0.1	0	96	89	94	99	99	98
COc1cccc(C(=O)c2cn(CC(=O)NCc3ccco3)c3nc(C)ccc3c2=O)c1	0.1	2	117	75	104	105	107	111
COc1ccc(CNC(=O)C(c2ccc(C)o2)N(C(=O)c2csnn2)c2ccc(C(C)C)cc2)cc1 (stereo not drawn)	0.0	6	101	107	98	106	97	102
CSc1ncc(Cl)c(C(=O)NCc2ccc3c(c2)OCO3)n1	0.0	74*	103	108	95	91	98	99
C=CCn1c(SCC(=O)NCc2ccc3c(c2)OCO3)nnc1C1COc2ccccc2O1 (stereo not drawn)	0.2	0	112	96	107	101	99	106
COc1cc(CNc2ccc3[nH]c(=O)[nH]c3c2)ccc1OCc1ccc(Cl)cc1	0.3	1	106	105	91	93	103	91
